Source: PubChem
NPC1 promoter act: activators of NPC1 promoter. actives 2.4% (n = 320,000). Huh7 NPC1 promoter luciferase reporter, 24 h. Potency, µM (doses to about 9.22 µM), for the others: at the highest dose activation, hits mostly activators. AID 485313;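 further: potency means the concentration at half of the fitted maximal effect; % of control where 0% means no effect; nearly all actives have a fitted effect of over 60% in size; reporter is driven by a mutant NPC1 promoter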
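Quantitative HTS used a cell-based reporter: Huh7 cells stably bearing the NPC1 promoter upstream of luciferase were treated with compounds for 24 h, and promoter activation was read as luminescence.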
Rab9 prom act: activators of Rab9 promoter | Huh7 Rab9 promoter-luciferase reporter, luminescence, 24 h | Potency, µM (series often up to 9.22 µM), inactives show at the highest dose activation, negative = inhibition, hits mostly activators | actives 2.8% (n = 320,000) | AID 485297; further: potency means the concentration at half of the fitted maximal effect; % of control where 0% means no effect; nearly all actives have a fitted effect of over 60% in size
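Quantitative HTS format; Huh7 Rab9-luciferase reporter cells (1500/well) receive compound 2 h post-plating, incubate 24 h at 37 °C, then get luciferase reagent for 10 min before luminescence reading.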
ELG1 DNA repair: blocks ELG1-dependent DNA repair in HEK293T cells; HEK293T ELG1-luciferase reporter, luminescence, 16 h; DNA damage induced by 5-fluorouridine; Potency, µM (doses to about 46.1 µM), inactives show top-dose activity change, negative = inhibition, usual class: inhibitors; actives 2.3% (n = 330,000); further: potency means the concentration at half of the fitted maximal effect; on the % scale 0 is the no-effect control and ±100 the full control effect; nearly all actives have a fitted effect of over 55% in size
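5-Fluorouridine DNA damage + compound/DMSO, 2,000 cells/well, 16 h, 37 °C/5% CO2. ONE-Glo, 30 min RT, luminescence. Readout = decrease in reporter signal.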
MBNL1 CUG block: MBNL1-poly(CUG) RNA binding inhibition; AID 2675; actives 0.036% (n = 280,000); Potency, µM (series often up to 57.5 µM), inactives show at the highest dose activity change, negative = inhibition, actives largely listed as inhibitors; TR-FRET MBNL1-His/biotin-(CUG)12 binding, 665/545 ratio; active means well fitted inhibition curve with a large enough effect in the signal ratio, with a control signal flat, not every such curve was filed as active; inconclusive means small, poorly fitted or top-dose-only effect, or effect the other way, or a change in a side signal; inactive means no such curve, though single readings can be large or run the other way; the % refers to the signal ratio; further: potency means the concentration at half of the fitted maximal effect; on the % scale 0 is the no-effect control and ±100 the full control effect
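TR-FRET readout: Ex 340 nm, 665/545 nm emission ratio, normalized to buffer-only (basal) and MBNL1-(CUG)12 controls. Complex of MBNL1-His with Biotin-(CUG)12, compounds 92 nM–58 uM, incubated 60 min at room temperature.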
Menin-MLL TR inh: menin-MLL binding inhibition, Texas Red mutant peptide; O00255; Menin + Texas Red MLL mutant peptide, fluorescence polarization; Potency, µM (series often up to 61.6 µM), for inactives: at the top dose FP activity change, negative = inhibition, hits mostly inhibitors; actives 0.23% (n = 270,000); AID 1768; active means well fitted inhibition curve with a large enough effect in the polarisation, with a control signal flat, not every such curve was filed as active; inconclusive means small, poorly fitted or top-dose-only effect, or effect the other way, or a change in a side signal; inactive means no such curve, though single readings can be large or run the other way; the % refers to the polarisation; further: potency means the concentration at half of the fitted maximal effect; % of control where 0% means no effect; many of its hits are not listed in these tables
PKM2 activator: increases activity of human pyruvate kinase M2. P14618. purified PKM2, Kinase-Glo ATP luminescence, activation; response scale: 0% is enzyme alone, no compound. Potency, µM (titrated, usually from 57.5 µM), inactives show top-dose activation, actives largely listed as activators. actives 0.34% (n = 260,000); further: potency means the concentration at half of the fitted maximal effect; on the % scale 0 is the no-effect control and ±100 the full control effect; nearly all actives have a fitted effect of over 55% in size
Target sequence (P14618 whole entry, looked up): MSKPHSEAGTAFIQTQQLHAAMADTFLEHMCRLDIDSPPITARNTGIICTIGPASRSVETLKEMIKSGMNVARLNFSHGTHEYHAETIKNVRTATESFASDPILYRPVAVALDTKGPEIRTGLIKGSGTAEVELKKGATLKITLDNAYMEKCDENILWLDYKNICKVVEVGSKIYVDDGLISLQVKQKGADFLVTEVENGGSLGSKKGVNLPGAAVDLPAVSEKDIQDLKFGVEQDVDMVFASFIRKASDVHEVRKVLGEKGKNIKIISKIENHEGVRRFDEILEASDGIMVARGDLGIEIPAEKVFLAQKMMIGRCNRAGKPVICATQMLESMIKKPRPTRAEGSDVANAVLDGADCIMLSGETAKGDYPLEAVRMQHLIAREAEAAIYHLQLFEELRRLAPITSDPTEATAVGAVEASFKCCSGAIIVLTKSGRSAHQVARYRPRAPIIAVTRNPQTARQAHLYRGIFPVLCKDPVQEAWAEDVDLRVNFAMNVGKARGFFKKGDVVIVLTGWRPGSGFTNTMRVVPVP
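Kinase-Glo luminescence reports ATP generated from ADP (0.1 mM) and PEP (0.5 mM) by purified hPK-M2 after 1 h at room temperature, pH 7.2 imidazole buffer; intermediate enzyme activity allows detecting inhibitors and activators.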
Mito fusion act: mitochondrial division inhibition or fusion activation. Potency, µM (titrated, usually from 46.1 µM), for the others: at the highest dose growth rescue (activation), actives largely listed as activators. S. cerevisiae fusion-defective mutant growth rescue, CellTiterGlo 48 h. AID 485298. actives 0.23% (n = 320,000);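 further: potency means the concentration at half of the fitted maximal effect; % of control where 0% means no effect; nearly all actives have a fitted effect of over 45% in size; temperature-sensitive fusion mutants such as fzo1-1 at 37 °C on non-fermentable ethanol glycerol medium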
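Luminescent cell viability in 1536-well qHTS format served as the measure of rescued growth in ts fusion-mutant S. cerevisiae cultured on non-fermentable YPEG for 48 hours at 37C.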
FLuc modulator: inhibits or activates purified firefly luciferase, miR-21 counter-screen; P08659; purified FLuc, Km substrates, luminescence inhibition; Potency, µM (series often up to 57.5 µM), for the others: top-dose activity change, negative = inhibition, actives largely listed as inhibitors; actives 6.9% (n = 360,000); AID 588342;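 further: potency means the concentration at half of the fitted maximal effect; plate controls were vehicle for no effect and reference inhibitor for full effect; nearly all actives have a fitted effect of over 55% in size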
Target sequence (P08659 whole entry, looked up): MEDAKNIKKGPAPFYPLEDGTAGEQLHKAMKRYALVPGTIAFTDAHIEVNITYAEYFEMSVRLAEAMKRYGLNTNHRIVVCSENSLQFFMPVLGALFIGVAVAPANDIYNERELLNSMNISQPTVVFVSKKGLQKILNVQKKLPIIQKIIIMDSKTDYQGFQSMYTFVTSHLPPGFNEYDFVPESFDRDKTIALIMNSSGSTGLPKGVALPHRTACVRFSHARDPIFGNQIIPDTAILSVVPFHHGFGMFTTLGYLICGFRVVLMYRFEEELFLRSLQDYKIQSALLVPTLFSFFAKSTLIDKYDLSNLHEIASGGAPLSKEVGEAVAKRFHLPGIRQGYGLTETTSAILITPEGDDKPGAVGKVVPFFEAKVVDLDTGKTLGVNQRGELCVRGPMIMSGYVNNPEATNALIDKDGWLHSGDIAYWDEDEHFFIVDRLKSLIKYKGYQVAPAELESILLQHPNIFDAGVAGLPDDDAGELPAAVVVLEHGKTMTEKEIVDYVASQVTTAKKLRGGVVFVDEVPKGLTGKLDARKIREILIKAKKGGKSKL
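Purified P. pyralis luciferase (10nM final) with 10uM D-luciferin and 10uM ATP (Km levels) in 50mM Tris acetate pH 7.5, 10mM Mg acetate, 0.01% Tween-20, 0.05% BSA; qHTS 6-point titration, ~60 µM downward; luminescence read.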
RORg inh: ROR gamma (mouse) transcription inhibition; P51450; Drosophila S2 Gal4-RORgamma UAS-luciferase reporter, 20 h; Potency, µM (series often up to 53.6 µM), inactives show at the top dose activity change, negative = inhibition, usual class: inhibitors; actives 5.4% (n = 310,000); AID 2551; further: potency means the concentration at half of the fitted maximal effect; on the % scale 0 is the no-effect control and ±100 the full control effect; nearly all actives have a fitted effect of over 60% in size
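Using a luciferase readout, inhibitors were identified by reduced reporter activity in Drosophila cells coexpressing a copper-inducible Gal4–ROR gamma fusion and UAS-driven Photinus luciferase, incubated 20 hr after 700 uM copper sulfate.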
KCNH2 3.1 inh: inhibitors of human KCNH2 3.1 potassium channel isoform; U2OS KCNH2 3.1, thallium flux FluxOr; active compounds read low; activity change, % (tested at about 1.8 µM); actives 0.95% (n = 340,000);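 active means maximum activity change below -70%; inconclusive means maximum activity change from -70% to -50%; inactive means maximum activity change above -50%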;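 further: thallium influx rate constant from kinetic fluorescence after stimulation buffer; on the % scale 0 is the no-effect control and ±100 the full control effect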
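FluxOr-based Tl+ influx in U2OS cells transduced with KCNH2 3.1 virus; rate constants normalized to DMSO controls.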
Gal4-VP16 FLuc: Gal4-VP16 reporter inhibition counter-screen; Potency, µM (highest dose often 53.6 µM), for the others: at the highest dose activity, negative = inhibition, hits mostly inhibitors; actives 3.5% (n = 310,000); Drosophila S2 Gal4-VP16 UAS-luciferase, luminescence, 20 h;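 further: Gal4-VP16 expression switched on by copper sulfate through the metallothionein promoter; potency means the concentration at half of the fitted maximal effect; on the % scale 0 is the no-effect control and ±100 the full control effect; nearly all actives have a fitted effect of over 50% in size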
The depositor's hits bear a star; ? = inconclusive; nt = no result given; [ ] = dose if it differs, or a comment. Unless noted, the call rests on the fitted dose curve; in most records, active means well fitted curve in the direction sought with a large enough effect; inconclusive means small, poorly fitted or top-dose-only effect, or another doubt; inactive means no such curve, though single readings can be large; an effect the other way counts as inactive or inconclusive. Not all compounds are listed, so the mix of outcomes need not match the whole.

SMILES	NPC1 promoter act	Rab9 prom act	ELG1 DNA repair	MBNL1 CUG block	Menin-MLL TR inh	PKM2 activator	Mito fusion act	FLuc modulator	RORg inh	KCNH2 3.1 inh	Gal4-VP16 FLuc
COc1cc2c(C)nc(C)c(C#N)c2cc1OC	-6%	-12%	-9%	-1%	-9%	2%	2%	3%	-36%	-6	0%
Cc1ccc(C)c(NC(=O)c2cc(S(=O)(=O)N3CCCCC3)c[nH]2)c1	-5%	-4%	4%	2%	-7%	-1%	0%	1%	9%	9	5%
Cn1c(N)c(C(=O)CSc2nc3ccccc3c(=O)n2CCCN2CCOCC2)c(=O)n(C)c1=O	-1%	-5%	-8%	-8%	2%	0%	-1%	-3%	-20%	8	5%
COc1ccc(Cl)cc1S(=O)(=O)N1CCCC(C(=O)NCc2ccccn2)C1 (stereo unspecified)	2%	-1%	10%	nt	nt	nt	-2%	9%	nt	8	nt
COc1ccc(C(=O)OCC(=O)Nc2cc(S(=O)(=O)N3CCOCC3)ccc2N2CCCC2)cc1	-4%	0%	-15%	-4%	-18%	-20%	0%	-1%	13%	-20	-10%
CCCC(=O)N(Cc1cc(=O)[nH]c2ccccc12)c1ccc(C)cc1	-3%	6%	4%	29%	?	nt	4%	3%	43%	6	0%
CC(Sc1nnnn1-c1ccccc1)C(=O)Nc1ccc(N2CCN(C)CC2)cc1 (stereo unspecified)	0%	0%	22%	-22%	-19%	3%	-3%	-7%	-9%	7	-9%
Cc1nc(-c2cccc(C(F)(F)F)c2)sc1C(=O)O	18%	15%	?	15%	24%	-1%	5%	?	45%	-2	-29%
Cc1ccc(C2NC(=O)c3ccccc3O2)cc1 (stereo unspecified)	-6%	1%	7%	-2%	-6%	-5%	1%	-14%	nt	27	nt
O=C(Nc1ccccc1F)C1CCCN1S(=O)(=O)c1cccc2nsnc12 (stereo unspecified)	-1%	-3%	3%	?	nt	nt	1%	0%	-15%	-14	-2%
Cc1[nH][nH]c(=O)c1N=Nc1ccccc1C#N	-1%	6%	12%	?	?	7%	0%	?	?	nt	3%
O=C(c1ccncc1)N1CCN(S(=O)(=O)c2cc(C(F)(F)F)cc(C(F)(F)F)c2)CC1	-1%	1%	-37%	nt	nt	nt	1%	3%	nt	11	nt
O=c1cc(NC2CCCCC2)c2ccccc2o1	-1%	0%	?	1%	nt	-4%	6%	?	28%	0	9%
Cc1ccc(CN2CCNC(=O)C2CC(=O)N(C)CCc2cnn(C)c2)cc1 (stereo unspecified)	6%	0%	-1%	4%	nt	-4%	1%	-1%	-7%	1	9%
Cc1sc2nc3c(C(=O)N4CCCC4)cc(C(=O)c4ccccc4O)cn3c(=O)c2c1C	-4%	-6%	?	-3%	-20%	3%	4%	-11%	2%	-6	9%
CCOc1ccccc1NC(=O)NCc1ccc(F)cc1	3%	-2%	4%	-5%	31%[activator]	-23%	-5%	?	15%	nt	3%
O=C(Cc1cccs1)NCc1ccccc1	18%	?	?	-15%	-2%	4%	1%	?	10%	-7	2%
COc1ccc(C(=O)COC(=O)c2ccc3c(c2)NC(=O)CS3)c(OC)c1	-8%	-3%	?	nt	nt	nt	3%	-6%	nt	3	nt
O=C(CN1C(=O)c2ccccc2S1(=O)=O)NC1CCCC1	0%	-4%	?	-3%	20%	0%	4%	2%	-6%	9	23%
CC(C)CC(NC(=O)CNC(=O)C1O[C@@H]2OC(C)(C)O[C@@H]2[C@H]2OC(C)(C)O[C@@H]12)C(=O)O (stereo partly specified)	-5%	-2%	?	-3%	8%	2%	-1%	3%	-3%	7	13%
O=C(Cn1cccc1C(=O)c1ccccc1)NCc1ccccc1	2%	19%	?	-14%	-2%	-9%	2%	-17%	1%	-11	21%
CCC(=O)Nc1ccc2nc(C)n(CC(=O)Nc3ccccc3)c(=O)c2c1	-2%	9%	9%	-11%	?	-3%	-1%	-3%	0%	-1	-3%
CC(C)NC(=O)c1cnc(Sc2ncc(C(F)(F)F)cc2Cl)n1C	4%	-1%	-19%	-16%	-1%	-4%	6%	1%	0%	-7	-8%
COc1ccc(NC(=O)CSCC(=O)N2c3ccccc3CCc3ccccc32)cc1	0%	9%	7%	nt	-16%	-2%	?	3%	-8%[10 µM]	-4	-2%
Cc1cccnc1NC(=O)C(C)N1C(=O)c2ccccc2C1=O (stereo unspecified)	-2%	1%	1%	2%	nt	0%	3%	5%	-35%	-1	-1%
CC(=O)c1cccc(NC(=O)COc2cc3oc(=O)c(CC(C)O)c(C)c3cc2Cl)c1 (stereo unspecified)	3%	1%	4.1µM*	78%[activator]	0%	-3%	1%	4%	-25%	-9	-10%
CCOC(=O)CSc1nnc(-c2cccc(Br)c2)o1	-2%	2%	16%	-3%	-12%	-2%	0%	?	-17%	1	-1%
COC(=O)CNC(=O)COC(=O)c1cc(F)c(F)cc1Cl	0%	-4%	2%	1%	13%	-10%	0%	0%	3%	-13	10%
Cc1nc2ncnn2c(C)c1Cc1cccc(F)c1	-6%	-3%	-6%	-2%	-17%	0%	-4%	-1%	18%	18	3%[10 µM]
C[C@H]1CCC(=O)N([C@H](COc2ccccc2)Cc2ccccc2)CC1	-2%	1%	?	-6%	3%	3%	-1%	0%	-9%	-20	-11%
COc1ccccc1N1CCN(C(=O)Cc2c(C(=O)O)[nH]c3ccc(Cl)cc23)CC1	-4%	-12%	14%	-11%	25%	1%	0%	?	8%	9	6%
CC1C(=O)NC(=O)C1c1ccccc1 (stereo unspecified)	-1%	-9%	?	-14%	nt	-16%	5%	3%	19%	0	-14%
NC(=O)c1cccc2ccccc12	1%	-3%	0%	2%	nt	-3%	-2%	-2%	-14%	-18	-2%
Cc1cccc2c3c([nH]c12)C(=O)CC(C)(C)S3	-7%	-2%	1%	21%	0%	-5%	1%	3%	-6%	4	-4%
O=C(CC1NCCc2ccccc21)Nc1ccc(Cl)cc1 (stereo unspecified)	2%	2%	-6%	2%	-22%	-5%	5%	5%	6%	-3	-18%
Cn1nnc2cc(C(=O)NC(C)(C)C)ccc21	2%	-7%	?	1%	7%	-2%	2%	3%	-7%	-4	-10%

One compound at a time (already shown). Screens in order: NPC1 promoter act	Rab9 prom act	ELG1 DNA repair	MBNL1 CUG block	Menin-MLL TR inh	PKM2 activator	Mito fusion act	FLuc modulator	RORg inh	KCNH2 3.1 inh	Gal4-VP16 FLuc
Profile of `COC(=O)CNC(=O)COC(=O)c1cc(F)c(F)cc1Cl` : 0%	-4%	2%	1%	13%	-10%	0%	0%	3%	-13	10%
Profile of `Cc1cccnc1NC(=O)C(C)N1C(=O)c2ccccc2C1=O` (stereo unspecified) : -2%	1%	1%	2%	nt	0%	3%	5%	-35%	-1	-1%

(list continues)
SMILES	NPC1 promoter act	Rab9 prom act	ELG1 DNA repair	MBNL1 CUG block	Menin-MLL TR inh	PKM2 activator	Mito fusion act	FLuc modulator	RORg inh	KCNH2 3.1 inh	Gal4-VP16 FLuc
O=C(c1cccs1)N(CC1CCCO1)c1nc(-c2ccccc2)cs1 (stereo unspecified)	1%	-2%	?	-6%	15%	6%	26%	3%	5%[10 µM]	-17	-1%
Cc1ccc(NS(=O)(=O)c2cccc(C(=O)NCCCN3CCOCC3)c2)cc1	1%	-6%	-1%	nt	nt	nt	0%	-3%	nt	-14	nt
C=CCNc1nnc(SCC(=O)N2CCCCC2)c2ccccc12	-1%	-2%	3%	?	1%	7%	3%	-1%	-10%	-5	-16%
COc1ccc(-n2c(N)cc(=O)[nH]c2=O)cc1	-7%	-2%	13%	-5%	nt	-6%	0%	1%	-5%	0	-3%

Three compounds already listed, ordered by the number in NPC1 promoter act, highest first.
| compound | NPC1 promoter act |
| --- | --- |
| O=C(c1cccs1)N(CC1CCCO1)c1nc(-c2ccccc2)cs1 (stereo unspecified) | 1% |
| C=CCNc1nnc(SCC(=O)N2CCCCC2)c2ccccc12 | -1% |
| COc1ccc(-n2c(N)cc(=O)[nH]c2=O)cc1 | -7% |
